Screening results: PubChem BioAssay, National Center for Advancing Translational Sciences (NCATS)
RECQ1 helicase – blocks DNA unwinding by human RECQ1 | P46063 | RECQ1 DNA unwinding, red fluorescence kinetic read | Potency, µM (titrated, usually from 57.3 µM), for inactives: at the top dose activity, negative = inhibition, actives largely listed as inhibitors | 240,000 compounds, 0.54% hits;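 note: plate controls were vehicle for no effect and no enzyme for full effect; nearly all actives have a fitted effect of over 30% in size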
Target sequence (P46063 whole entry, looked up): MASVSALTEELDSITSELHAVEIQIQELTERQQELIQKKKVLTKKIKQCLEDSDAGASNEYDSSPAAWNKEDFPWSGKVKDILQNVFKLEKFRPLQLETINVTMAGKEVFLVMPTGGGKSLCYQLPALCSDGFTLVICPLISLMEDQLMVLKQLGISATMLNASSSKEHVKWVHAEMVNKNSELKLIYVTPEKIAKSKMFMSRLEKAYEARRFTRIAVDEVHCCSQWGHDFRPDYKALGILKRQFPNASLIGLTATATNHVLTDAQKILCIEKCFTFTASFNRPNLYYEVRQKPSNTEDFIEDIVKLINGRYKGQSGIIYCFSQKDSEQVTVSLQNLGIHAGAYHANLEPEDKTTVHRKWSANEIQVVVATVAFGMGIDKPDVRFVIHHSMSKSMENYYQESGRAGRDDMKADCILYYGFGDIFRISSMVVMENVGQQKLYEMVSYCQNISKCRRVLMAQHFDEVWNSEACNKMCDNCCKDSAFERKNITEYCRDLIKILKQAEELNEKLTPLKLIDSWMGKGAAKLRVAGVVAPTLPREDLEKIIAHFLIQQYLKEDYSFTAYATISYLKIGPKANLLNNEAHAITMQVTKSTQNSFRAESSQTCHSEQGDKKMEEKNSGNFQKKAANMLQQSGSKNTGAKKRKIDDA
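RECQ1T1 50 nM; forked duplex (20 bp + 30-nt ss tails) 200 nM, ATP 2 mM final; pH 8.0, 2 mM MgCl2, 2.5 ug/ml poly(dI-dC); 15 min compound preincubation; discontinuous kinetic read over 2 h at RT.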
GAA spleen mod – inhibitors or activators of human alpha-glucosidase in spleen homogenate; P10253; human spleen homogenate, 4-MU-alpha-glucoside fluorescence; Potency, µM (top dose mostly 79.9 µM), inactives show at the highest dose activity change, negative = inhibition, most hits filed as inhibitors; 240,000 compounds, 0.006% hits;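 note: 0% = enzyme with vehicle and -100% = no enzyme basal signal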
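Enzyme source: human spleen homogenate, 1 ug/well. Buffer 50 mM citric acid/K phosphate pH 5.0, 0.01% Tween-20. 4-MU-alpha-glucoside 1 mM; 37 C x 40 min; NaOH/glycine stop; fluorescence.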
GoLoco inh red – inhibitors of human Gai1-RGS12 GoLoco interaction (red fluorophore); P63096; Gai1:RGS12 GoLoco peptide FP, rhodamine, 10 min; Potency, µM (highest dose often 61.6 µM), inactives show top-dose activity, negative = inhibition, most hits filed as inhibitors; 230,000 compounds, 0.44% hits; AID 880; active = well fitted inhibition curve with a large enough effect, not every such curve was filed as active; inactive = no such curve, though single readings can be large or run the other way; note: nearly all actives have a fitted effect of over 30% in size; many of its hits are not listed in these tables
Target sequence (P63096 whole entry, looked up): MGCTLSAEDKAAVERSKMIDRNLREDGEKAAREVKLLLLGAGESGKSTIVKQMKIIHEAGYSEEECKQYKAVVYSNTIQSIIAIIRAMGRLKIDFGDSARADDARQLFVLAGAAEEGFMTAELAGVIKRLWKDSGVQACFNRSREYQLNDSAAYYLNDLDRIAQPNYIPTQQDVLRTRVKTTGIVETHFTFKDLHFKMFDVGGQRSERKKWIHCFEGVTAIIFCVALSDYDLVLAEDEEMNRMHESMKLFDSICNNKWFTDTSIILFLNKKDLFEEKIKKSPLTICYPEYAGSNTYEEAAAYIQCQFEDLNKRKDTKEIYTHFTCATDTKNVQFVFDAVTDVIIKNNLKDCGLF
* marks the source's active call; other numbers are inactive results; i = inactive; [ ] = dose if it differs, or a comment. Unless noted, calls come from the whole dose curve; as a rule, active = well fitted curve in the direction sought with a large enough effect; inconclusive = small, poorly fitted or top-dose-only effect, or another doubt; inactive = no such curve, though single readings can be large; an effect the other way counts as inactive or inconclusive. Unless noted, % is set by controls: 0 for no effect and ±100 for the full control effect; potency is the fitted concentration of half-maximal effect.

| SMILES | RECQ1 helicase | GAA spleen mod | GoLoco inh red |
| --- | --- | --- | --- |
| O=C(c1ccco1)N1CCC2(CC1)CCN(C(c1ccccc1)c1ccccc1)CC2 | -7% | -12% | 3% |
| O=C(c1cccc(F)c1)N1CCC2(CCCN(c3cccc(-c4ccccc4)c3)C2)CC1 | -14% | -1% | 159%[activator] |
| COc1ccc(NC(=O)N2CC3(CCN(S(C)(=O)=O)CC3)C2)cc1 | i | -8% | 0% |
| Cn1cccc1C(=O)N1CCC[C@@]2(CCN(Cc3nccs3)C2)C1 | -10% | -5% | 6% |
| Cn1cc(-c2nc3cnc(N4CCNCC4)nc3n(Cc3ccc(F)cc3)c2=O)c2ccccc21 | -14% | -4% | 0% |
| Cn1c(=O)c(-c2cccc(C#N)c2)nc2cnc(Oc3ccccc3)nc21 | -10% | -8% | 9% |
| CCNc1ncc2nc(-c3ccc(OC)cc3)c(=O)n(CCC#N)c2n1 | -9% | -4% | -10% |
| CN(C)c1ccc(-c2cncnc2Nc2ccccc2)cc1 | -5% | -1% | 6% |
| CCNc1ncc2nc(C)c(=O)n(C3CC3)c2n1 | -3% | -3% | 7% |
| COc1ccc(NC(=O)N2CC[C@@]3(CCCN(C(=O)c4cccc(F)c4)C3)C2)cc1 | -7% | -11% | 11% |
| O=C(c1cc(C(F)(F)F)cc(C(F)(F)F)c1)N1CCC[C@@]2(CCN(c3ncccn3)C2)C1 | -3% | -3% | -6% |
| O=C(c1ccncc1)N1CCC2(CCCN(Cc3ccncc3)C2)CC1 | -5% | -6% | 7% |
| Cn1cc(-c2nc3cnc(N4CCNCC4)nc3n(C)c2=O)c2ccccc21 | -10% | -5% | 11% |
| COc1cccc(Cn2c(=O)c(-c3cccs3)nc3cnc(N4CCN(C)CC4)nc32)c1 | -11% | 8% | 5% |
| Cc1nc2cnc(OCc3ccccc3)nc2n(Cc2ccc(F)cc2)c1=O | -9% | 1% | 15% |
| COc1ccc(C(=O)N2CCC3(CCCN(c4ccc(-c5ccccc5)cc4)C3)CC2)cc1 | -12% | -1% | 237%[activator] |
| COCCn1c(=O)c(C)nc2cnc(Nc3ccccc3)nc21 | i | -2% | -4% |
| Cn1cc(-c2nc3cncnc3n(Cc3ccccc3Cl)c2=O)c2ccccc21 | i | -1% | 21% |
| CN1CCN(c2ncc3nc(-c4cc(F)cc(F)c4)c(=O)n(C4CC4)c3n2)CC1 | -6% | -8% | 1% |
| O=C(c1ccco1)N1CCC2(CC1)CN(Cc1cc(C(F)(F)F)cc(C(F)(F)F)c1)C2 | -5% | -8% | -1% |
| COc1cccc(-c2nccc(NCc3ccccc3OC)n2)c1 | -7% | -1% | 3% |
| COc1cccc(Nc2ncc3nc(-c4cccs4)c(=O)n(C[C@H]4CCCO4)c3n2)c1 | i | -6% | 4% |
| COC(=O)N1CCC2(CCCN(C(=O)Nc3ccccc3)C2)CC1 | -7% | 2% | 3% |
| Cn1cccc1C(=O)N1CCC[C@@]2(CCN(Cc3cc(C(F)(F)F)cc(C(F)(F)F)c3)C2)C1 | -12% | -14% | 8% |
| COc1cccc(Nc2ncc3nc(-c4cn(C)c5ccccc45)c(=O)n(C[C@H]4CCCO4)c3n2)c1 | i | -15% | 24% |
| COCC(=O)N1CCC2(CC1)CN(Cc1nccs1)C2 | -1% | 2% | -32% |
| N#CCCn1c(=O)c(-c2ccc(Cl)cc2)nc2cnc(OCc3ccccc3)nc21 | -2% | 0% | 6% |
| CN(Cc1ccco1)c1ncncc1-c1ccoc1 | 3% | -20% | 2% |
| Cc1cnc(CNc2ncnc3ccc(-c4ccc(N(C)C)cc4)cc23)cn1 | 25µM* | 13% | -9% |
| NC(=O)c1ccccc1-c1nc(-n2ccnc2)c2ccccc2n1 | i | 5% | 0% |

13 of these compounds, set out differently.
Fields – RECQ1 helicase | GAA spleen mod | GoLoco inh red
> Cn1cc(-c2nc3cncnc3n(Cc3ccccc3Cl)c2=O)c2ccccc21
 : i | -1% | 21%
> CN1CCN(c2ncc3nc(-c4cc(F)cc(F)c4)c(=O)n(C4CC4)c3n2)CC1
 : -6% | -8% | 1%
> O=C(c1ccco1)N1CCC2(CC1)CN(Cc1cc(C(F)(F)F)cc(C(F)(F)F)c1)C2
 : -5% | -8% | -1%
> COc1cccc(-c2nccc(NCc3ccccc3OC)n2)c1
 : -7% | -1% | 3%
> COc1cccc(Nc2ncc3nc(-c4cccs4)c(=O)n(C[C@H]4CCCO4)c3n2)c1
 : i | -6% | 4%
> COC(=O)N1CCC2(CCCN(C(=O)Nc3ccccc3)C2)CC1
 : -7% | 2% | 3%
> Cn1cccc1C(=O)N1CCC[C@@]2(CCN(Cc3cc(C(F)(F)F)cc(C(F)(F)F)c3)C2)C1
 : -12% | -14% | 8%
> COc1cccc(Nc2ncc3nc(-c4cn(C)c5ccccc45)c(=O)n(C[C@H]4CCCO4)c3n2)c1
 : i | -15% | 24%
> COCC(=O)N1CCC2(CC1)CN(Cc1nccs1)C2
 : -1% | 2% | -32%
> N#CCCn1c(=O)c(-c2ccc(Cl)cc2)nc2cnc(OCc3ccccc3)nc21
 : -2% | 0% | 6%
> CN(Cc1ccco1)c1ncncc1-c1ccoc1
 : 3% | -20% | 2%
> Cc1cnc(CNc2ncnc3ccc(-c4ccc(N(C)C)cc4)cc23)cn1
 : 25µM* | 13% | -9%
> NC(=O)c1ccccc1-c1nc(-n2ccnc2)c2ccccc2n1
 : i | 5% | 0%

Carrying on:
| SMILES | RECQ1 helicase | GAA spleen mod | GoLoco inh red |
| --- | --- | --- | --- |
| O=C(c1cccc(F)c1)N1CCC2(CCN(Cc3cc(C(F)(F)F)cc(C(F)(F)F)c3)CC2)CC1 | -6% | -5% | -2% |
| Cc1cnc(CNc2ccnc(-c3c(C)noc3C)n2)cn1 | 11% | 15% | -14% |
| N#Cc1cccc(NC(=O)N2CC[C@@]3(CCCN(C(=O)c4csnn4)C3)C2)c1 | -4% | 2% | 4% |
| COc1cccc(Cn2c(=O)cnc3cnc(N(C)C)nc32)c1 | -2% | -7% | -1% |
| Cc1nc2cnc(Nc3ccccc3)nc2n(C[C@H]2CCCO2)c1=O | -1% | 0% | 10% |
| O=C(c1cccc(F)c1)N1CCC2(CC1)CCN(c1cccc(-c3ccccc3)c1)CC2 | -16% | -1% | 97%[activator] |
| COc1ccc(C(=O)N2CCC3(CC2)CCN(c2ccccc2)CC3)cc1 | -13% | 2% | -1% |
| CCNc1ncc2nc(-c3ccccc3)c(=O)n(-c3ccc(OC)cc3)c2n1 | -11% | 5% | 1% |
| COc1ccccc1-c1cc(NCc2cnc(C)cn2)ncn1 | -10% | -2% | -7% |
| Cn1c(=O)c(-c2ccc(Cl)cc2)nc2cnc(Nc3ccccc3)nc21 | -7% | 1% | -9% |
| N#CCCn1c(=O)c(-c2ccc(F)cc2)nc2cnc(Oc3cccc(Cl)c3)nc21 | -3% | 2% | -2% |
| CCNc1ncc2nc(-c3cccs3)c(=O)n(-c3ccc(OC)cc3)c2n1 | -9% | 3% | 17% |
| CS(=O)(=O)N1CCC2(CC1)CN(C(=O)Nc1cccc(F)c1)C2 | -11% | 6% | 0% |
| CC(=O)N1CCC2(CC1)CCN(C(=O)Nc1cccc(F)c1)CC2 | -4% | 9% | 0% |
| CC(=O)NCCNc1cc(-c2ccccc2C(F)(F)F)ncn1 | -3% | 13% | 9% |
| FC(F)(F)c1ccccc1-c1ccc2ncnc(NC3CC3)c2c1 | -3% | 5% | -5% |
| COCCn1c(=O)c(CCc2ccccc2)nc2cnc(Nc3ccccc3)nc21 | -9% | -13% | 8% |
| COc1ccccc1-c1ccc2ncnc(N(C)Cc3ccco3)c2c1 | -11% | 5% | -1% |
| COCCn1c(=O)c(-c2cccc(C#N)c2)nc2cnc(Nc3ccccc3)nc21 | -10% | 2% | 2% |
| COc1ccc(-c2nc3cnc(Oc4ccccc4)nc3n(CCC#N)c2=O)cc1 | i | -10% | 1% |
| Cc1nc2cnc(N3CCOCC3)nc2n(CCc2ccccc2)c1=O | -3% | -10% | 31%[activator] |
| CCNc1ncc2nc(-c3ccc(OC)cc3)c(=O)n(C[C@H]3CCCO3)c2n1 | i | 1% | -4% |
| O=C(Nc1ccccc1)N1CC[C@@]2(CCCN(C(=O)c3ccco3)C2)C1 | i | -5% | -5% |
| CC(=O)N1CCC2(CC1)CCN(C(=O)Nc1cccc(C#N)c1)CC2 | i | 8% | 8% |
| CN(C)c1ncc2nc(CCc3ccccc3)c(=O)n(Cc3cccs3)c2n1 | i | -8% | 3% |
| COc1ccc(Oc2ncc3nc(-c4cccc(C#N)c4)c(=O)n(Cc4cccc(OC)c4)c3n2)cc1 | -9% | 16% | 0% |
| COc1ccc(C(=O)N2CCC3(CCN(Cc4cc(C(F)(F)F)cc(C(F)(F)F)c4)CC3)CC2)cc1 | -4% | 5% | -1% |
| O=c1c(CCc2ccccc2)nc2cnc(Nc3ccccc3)nc2n1C[C@H]1CCCO1 | -6% | -13% | 75%[activator] |
| COCCn1c(=O)c(-c2ccc(OC)cc2)nc2cnc(Oc3ccccc3)nc21 | i | 10% | 6% |
| Cc1cnc(CNc2ncncc2-c2ccccc2Cl)cn1 | -4% | -9% | -16% |
| COc1cccc(-c2cc(NCc3cccnc3)ncn2)c1 | -2% | 4% | 3% |
| COc1ccc(CNc2ccnc(-c3cccc(NS(C)(=O)=O)c3)n2)c(OC)c1 | i | -2% | -1% |
| Cn1cccc1C(=O)N1CCC2(CC1)CN(C(c1ccccc1)c1ccccc1)C2 | -17% | -14% | 9% |
| CN(C)c1ncc2nc(-c3cccs3)c(=O)n(CCc3ccccc3)c2n1 | i | -5% | 2% |
| CCNc1ncc2nc(-c3ccc(F)cc3)c(=O)n(C)c2n1 | i | 17% | 14% |
| CNc1ncnc2ccc(-c3ccccc3C#N)cc12 | -4% | -8% | 0% |
| COCC(=O)N1CCC[C@@]2(CCN(Cc3cc(C(F)(F)F)cc(C(F)(F)F)c3)C2)C1 | i | -7% | -1% |
| CN1CCN(c2nc(-c3ccc4c(c3)OCO4)nc3ccccc23)CC1 | 18% | 4% | 1% |
| Cc1ccccc1-c1cc(N2CCNCC2)ncn1 | -4% | 2% | 4% |
| COC(=O)N1CCC2(CC1)CN(C(=O)Nc1cccc(F)c1)C2 | -10% | 0% | 0% |
| COc1ccc(-n2c(=O)c(-c3ccc(F)c(F)c3)nc3cncnc32)cc1 | -2% | 2% | 7% |
| CC(=O)N1CCC2(CCN(Cc3ccc(C#N)cc3)CC2)CC1 | i | 10% | 6% |
| COc1ccccc1CCn1c(=O)c(CCc2ccccc2)nc2cncnc21 | -1% | 4% | -9% |
| CN(C)C(=O)c1ccc(-c2cncnc2NC2CCNCC2)cc1 | 14% | 10% | 13% |
| Cn1cccc1C(=O)N1CCC2(CCCN(C(=O)Nc3cccc(C#N)c3)C2)CC1 | -4% | 6% | 4% |
| N#CCCn1c(=O)c(-c2ccc(Cl)cc2)nc2cnc(Oc3ccccc3)nc21 | -13% | -2% | -3% |
| c1ccc(C(c2ccccc2)N2CCCC3(CCNCC3)C2)cc1 | -6% | -3% | 12% |
| O=C(c1csnn1)N1CCC2(CC1)CCN(c1ccccn1)CC2 | i | 13% | 0% |
| COC(=O)N1CCC2(CCN(Cc3ccccc3OC)CC2)CC1 | i | 4% | 5% |
| O=c1cnc2cnc(Oc3ccccc3)nc2n1C1CC1 | i | -6% | 18% |
| CN1CCN(c2ncncc2-c2ccccc2C(F)(F)F)CC1 | 0% | -4% | 4% |
| COc1ccc(NC(=O)N2CC3(CCN(C(=O)c4ccncc4)CC3)C2)cc1 | -9% | -2% | 16% |
| COc1ccc(-c2nc3cnc(OC)nc3n(Cc3ccc(F)cc3)c2=O)cc1 | -7% | 6% | -1% |
| COc1ccccc1-c1cc(Nc2ccc(F)cc2)ncn1 | -15% | -13% | 11% |
| O=c1c(-c2ccc(Cl)cc2)nc2cnc(Nc3ccccc3)nc2n1C[C@H]1CCCO1 | 3% | -8% | 65%[activator] |
| c1ccc(CNc2nc(-c3ccc4c(c3)OCO4)nc3ccccc23)cc1 | -23% | -1% | 6% |
| COc1ccc(CNc2ncnc3ccc(-c4cccc(NS(C)(=O)=O)c4)cc23)c(OC)c1 | -1% | -2% | 8% |
| O=C(Nc1ccccc1)N1CC2(CCN(S(=O)(=O)c3ccccc3)CC2)C1 | -8% | -2% | -4% |
| COc1ccc2[nH]cc(CCNc3ncnc4ccc(-c5c(C)noc5C)cc34)c2c1 | -5% | 6% | 2% |

Taken from above.
CCNc1ncc2nc(C)c(=O)n(C3CC3)c2n1 | RECQ1 helicase: -3%
Cn1cccc1C(=O)N1CCC2(CC1)CN(C(c1ccccc1)c1ccccc1)C2 | GoLoco inh red: 9%

This is a subset; count on the stated rates, not on these rows.
